FUS yeast rescue: FUS proteinopathy suppression in yeast; Potency, µM (top dose mostly 76.6 µM), inactives show at the highest dose growth rescue (activation), usual class: activators; S. cerevisiae FUS-expressing, growth rescue, OD600, 24 h; actives 0.24% (n = 390,000);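 note: potency is the fitted concentration of half-maximal effect; plate controls were DMSO vehicle for no effect and reference control for full effect; nearly all actives have a fitted effect of over 55% in size; some results filed as inactive show a strong effect at the top dose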
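Cultures pregrown in 2.5% raffinose medium are shifted to minimal medium containing 2% galactose to express toxic FUS. Compounds are tested at several concentrations. After 24hr at 30C, growth is quantified at 600 nm absorbance.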
Abeta rescue: compounds reversing amyloid beta toxicity in yeast; actives 0.063% (n = 410,000); AID 1347071; Potency, µM (highest dose often 46.1 µM), for the others: at the top dose growth rescue, usual class: activators; yeast expressing A-beta42, growth rescue, OD600, 48 h; response scale: 0% DMSO, 100% iron-clioquinol control; note: potency is the fitted concentration of half-maximal effect; nearly all actives have a fitted effect of over 55% in size
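Growth rescue measured by 600 nm absorbance after 48 h yeast culture at 30 C with compound. Values normalized between DMSO and an equimolar ferric chloride plus clioquinol control.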
D3 antag: antagonists of human D3 dopamine receptor | P35462 | D3R cells, DiscoveRx beta-arrestin luminescence, antagonist mode; stronger effect = lower value | max response, negative = inhibition, % | actives 2.5% (n = 360,000); in the data active = max response below about -50%; inconclusive = no clear call, values can overlap the other calls; note: % is set by controls: 0 for no effect and ±100 for the full control effect; mostly tested at two doses, the higher about 12 µM
Target sequence (P35462 whole entry, looked up): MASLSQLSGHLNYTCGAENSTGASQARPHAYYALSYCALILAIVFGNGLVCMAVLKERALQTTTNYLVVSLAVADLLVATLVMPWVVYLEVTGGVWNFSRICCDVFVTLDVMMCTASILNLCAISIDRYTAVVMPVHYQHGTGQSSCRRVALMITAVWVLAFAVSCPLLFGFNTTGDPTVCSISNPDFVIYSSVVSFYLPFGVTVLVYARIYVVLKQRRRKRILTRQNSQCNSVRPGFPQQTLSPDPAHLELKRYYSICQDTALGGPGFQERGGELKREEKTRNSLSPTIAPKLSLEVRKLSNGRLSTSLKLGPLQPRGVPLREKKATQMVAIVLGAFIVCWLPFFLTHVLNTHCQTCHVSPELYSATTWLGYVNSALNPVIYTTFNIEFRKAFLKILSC
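Cells expressing the human receptor were seeded at 1500 cells/well, incubated overnight at 37 degrees C in 5% CO2, then exposed to library compounds with dopamine controls for 90 minutes at 37 degrees C before luminescent detection.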
D3 ag: D3 dopamine receptor (human) agonism | P35462 | D3R DiscoveRx beta-arrestin cells, luminescence, 90 min | max activation, % | actives 0.58% (n = 410,000) | AID 652048; in the data active = max activation above about 30%; note: 0% is about no effect; mostly tested at two doses, the higher about 12 µM
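Agonist mode: compounds and dopamine controls were applied to plated cells for 90 min at 37 degrees C after an overnight attachment at 1500 cells/well. Luminescent read-out followed 30 - 60 minutes at room temperature with DiscoveRx detection reagent.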
TDP43 rescue: inhibitors of TDP-43 toxicity in yeast. TDP-43 expressing yeast growth rescue, BacTiter-Glo, 24 h. Potency, µM (series often up to 46.1 µM), for inactives: at the top dose growth rescue (activation), hits mostly activators. actives 1.8% (n = 410,000). AID 652104; note: potency is the fitted concentration of half-maximal effect; % of control where 0% means no effect; nearly all actives have a fitted effect of over 50% in size
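Luminescence from BacTiter-Glo reports growth of TDP-43-expressing yeast after 24 hr at 30 deg C with compound. Cells were raffinose-pregrown to mid-log, then seeded in galactose medium at OD600=0.02.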
aSyn rescue: alpha-synuclein toxicity inhibition in yeast; Yeast expressing alpha-synuclein, growth rescue, BacTiter-Glo, 24 h; Potency, µM (highest dose often 46.1 µM), inactives show at the highest dose growth rescue (activation), most hits filed as activators; actives 0.14% (n = 370,000); note: potency is the fitted concentration of half-maximal effect; % of control where 0% means no effect; nearly all actives have a fitted effect of over 65% in size
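Screening used galactose-induced yeast with toxic alpha-synuclein levels, exposed to compound for 24 hr at 30 deg C. Cell growth, read with BacTiter-Glo luminescence, gave the measured signal.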
EPAC2 ag: EPAC2 (human) agonism. EPAC2 activation, biochemical qHTS; response scale: 100% = 6.5 mM cAMP response. Potency, µM (series often up to 154 µM), for inactives: at the highest dose activation, most hits filed as activators. actives 0.079% (n = 360,000); note: potency is the fitted concentration of half-maximal effect; nearly all actives have a fitted effect of over 50% in size
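Setup: EPAC2 100 nM, labeled Rap1B complex 250 nM, free GDP 50 uM. Compound titrations pinned in, brief spin, 5 min room temperature incubation. Kinetic fluorescence read over 30 min, normalized to 6.5 mM cAMP.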
EPAC2 antagonist: blocks human EPAC2 exchange factor | Q8WZA2 | EPAC2 GEF exchange of Rap1B-BODIPY-GDP, fluorescence | Potency, µM (titrated, usually from 114 µM), for the others: top-dose activity, negative = inhibition, hits mostly inhibitors | actives 0.18% (n = 360,000) | AID 720708; note: potency is the fitted concentration of half-maximal effect; % is set by controls: 0 for no effect and ±100 for the full control effect; nearly all actives have a fitted effect of over 45% in size; many of its hits are not listed in these tables
* = called active by the depositor; ? = inconclusive; / = not tested or not shown; & = joins results of further samples; [ ] = dose if it differs, or a comment. Unless noted, calls come from the whole dose curve; as a rule, active = well fitted curve in the direction sought with a large enough effect; inconclusive = small, poorly fitted or top-dose-only effect, or another doubt; inactive = no such curve, though single readings can be large; an effect the other way counts as inactive or inconclusive.

Below each SMILES: FUS yeast rescue	Abeta rescue	D3 antag	D3 ag	TDP43 rescue	aSyn rescue	EPAC2 ag	EPAC2 antagonist
CCCCC(NC(=O)Cc1c(C)c2cc3c4c(oc3c(C)c2oc1=O)CCCC4)C(=O)O (stereo unspecified)
 : -4%	1%	14	5	11%	10%	-5%	-14%
O=C(O)CSc1nnc(-c2ccc(Cl)cc2Cl)n1Cc1ccccc1
 : 5%	12%	14	4	16%	4%	4%	-2%
O=C(NCc1cccc(F)c1)C1CCC(=O)N(C2CC2)C1 (stereo unspecified)
 : -15%	4%	-1	1	-1%	-4%	0%	2%
CCOC(=O)c1cc(C#N)c(Oc2ccc(F)cc2)nc1-c1ccccc1
 : 14%	14%	48	1	13%	2%	21%	-5%
CCCN1CCN(CCNC(=O)Nc2ccc(OC)c(OC)c2)CC1
 : -15%	-2%	/	-1	20%	/	/	/
CN(C)CCNc1oc(/C=C/c2ccccc2)nc1C#N
 : -11%	3%	6	-4	10%	-10%	3%	11%
CCOC(=O)c1c(NC(=O)C(C)Sc2cn(CCNC(=O)c3ccc(OC)cc3)c3ccccc23)sc2c1CCC2 (stereo unspecified)
 : 8%	-4%	/	6	16%	/	/	/
CCOC(=O)Nc1nc(C)c(C(=O)N(C)C)s1
 : 3%	-8%	15	1	0%	0%	-3%	6%
COc1ccccc1OCC(O)Cn1c(=N)n(CCN2CCCCC2)c2ccccc21 (stereo unspecified)
 : 18%	17%	?	-5	?	6%	1%	-2%
Cc1ccc(Nc2nc(-c3ccc(S(=O)(=O)N4CCOCC4)cc3)cs2)cc1Cl
 : 4%	10%	-2	-1	4%	-13%	6%	-22%

Filtered by structure: the entries above containing an aryl methoxy group.
Below each SMILES: FUS yeast rescue	Abeta rescue	D3 antag	D3 ag	TDP43 rescue	aSyn rescue	EPAC2 ag	EPAC2 antagonist
CCCN1CCN(CCNC(=O)Nc2ccc(OC)c(OC)c2)CC1
 : -15%	-2%	/	-1	20%	/	/	/
CCOC(=O)c1c(NC(=O)C(C)Sc2cn(CCNC(=O)c3ccc(OC)cc3)c3ccccc23)sc2c1CCC2 (stereo unspecified)
 : 8%	-4%	/	6	16%	/	/	/
COc1ccccc1OCC(O)Cn1c(=N)n(CCN2CCCCC2)c2ccccc21 (stereo unspecified)
 : 18%	17%	?	-5	?	6%	1%	-2%

Next part
Below each SMILES: FUS yeast rescue	Abeta rescue	D3 antag	D3 ag	TDP43 rescue	aSyn rescue	EPAC2 ag	EPAC2 antagonist
COc1ccc2c(C(=O)c3ccc(C)cc3)n(CCC(N)=O)[n+]([O-])c2c1
 : -14%	-2%	17	3	-1%	1%	0%	-1%
CC1CCCCC1NC(=O)CN1C(=O)NC(C)(c2cc(F)ccc2F)C1=O (stereo unspecified)
 : -16%	-19%	-19	0	-17%	-3%	3%	4%
COc1cc2c(cc1OC)C(c1ccc(C(F)(F)F)cc1)CC(=O)N2 (stereo unspecified)
 : 0%	8%	1	-4	-11%	8%	-7%	-3%
O=C(CS(=O)(=O)c1cccc2nsnc12)Nc1ccc(F)cc1F
 : 1%	-11%	/	7	12%	/	/	/
Cc1c(Cl)cccc1NC(=O)CN1CCN(CCN=CC2=C(O)CC(c3ccccc3)CC2=O)CC1 (stereo unspecified)
 : 20%	-13%	-9	3	-17%[9.22 µM]	14%	2%	6%
COc1cccc(N2CCN(C(=O)c3cc4c(=O)n(Cc5cccnc5)ccc4nc3C)CC2)c1
 : -8%	-15%	/	8	12%	/	/	/
Cc1ccc2cccc(OCC(=O)N(C)CC(=O)Nc3ccc(F)cc3)c2n1
 : 0%	-12%	-18	0	4%	-10%	3%	-1%
COc1cc(NC(=O)COn2nnc3ccc(S(C)(=O)=O)cc32)cc(OC)c1
 : -9%	12%	-14	0	21%[9.22 µM]	3%	8%	2%
Cc1ccc(Cl)cc1N1CCN(C(=O)c2cc3c(-c4ccccc4F)nn(C)c3s2)CC1
 : 41%	5%	/	18	15%	/	/	/
Nc1nnnn1/N=C/c1ccccc1Cl
 : -22%	9%	4	-3	0%	3%	-9%	-6%
CCOc1ccc(CN(C)CC(=O)Nc2ccccc2C(=O)NC2CC2)cc1
 : -12%	2%	18	4	5%	0%	12%	-2%
NS(=O)(=O)c1cc(C(=O)OCC(=O)NC2CCCCCCC2)ccc1Cl
 : 9%	19%	0	4	0%	1%	-10%	11%
CC(C)c1ccc(C2NC(=O)c3n[nH]c(-c4cccs4)c32)cc1 (stereo unspecified)
 : -26%	0%	/	5	7%	/	/	/
COc1cc(NC(=O)c2ccccc2Cl)c(OC)cc1NC(=O)CN1CCOCC1
 : -6%	11%	17	7	-7%	1%	0%[15.6 µM]	7%
COCCNS(=O)(=O)c1ccc2c(c1)C(=NO)c1cc(S(=O)(=O)NCCOC)ccc1-2
 : -27%	-2%	-3	1	-4%	-6%	14%	-10%
COc1cc(C2(C)SCCCS2)cc(OC)c1OC
 : -23%	-13%	-25	-9	-7%	-7%	6%	?
O=C(NCCCn1ccnc1)c1cc2c(s1)CCCCC2
 : 19%	7%	-13	-19	-12%	-14%	-1%	11%
Cc1ccc2cccc(S(=O)(=O)N3CCN(c4ccccc4F)CC3)c2n1
 : ?	-24%	25	-16	?	-1%	19%	12%
CNc1nc(C23CC4CC(CC(C4)C2)C3)cs1
 : 18%	12%	25	-2	25%	6%	20%	-8%
CCN(Cc1ccccc1)C(=O)COC(=O)c1cc(Cl)nc(Cl)c1
 : 7%	-1%	-21	-12	12%	1%	11%	-3%
Cc1cc(C(=O)CSc2nc(N)cc(N)n2)c(C)n1-c1cccc(F)c1
 : 24%	-3%	5	5	4%	-5%	0%	-12%
COC(=O)CCC(=O)OC1(C)C(=O)C2=CN(Cc3ccc(OC)cc3)C(c3ccc(OC)cc3)=CC2=C(Br)C1=O (stereo unspecified)
 : ?	-8%	6	4	-5%	2%	-2%	-5%
CCCN(CCC)CCNC(=O)C1CCN(S(=O)(=O)c2cccc3nsnc23)CC1
 : -15%	3%	-13	-3	-1%	-8%	9%	-1%
C[C@H]1COc2cccc(N3CCSCC3)c2S(=O)(=O)N1
 : -6%	-6%	5	8	?	4%	7%	4%
O=C(CN(c1ccccc1)S(=O)(=O)c1ccccc1)NCCSc1ccccn1
 : 1%	20%	14	3	10%[9.22 µM]	1%	10%	-6%
CCCNC(=O)Nc1cccc(NC(C)=O)c1
 : 12%	-3%	-2	-8	-13%	-5%	0%	10%
C=CCn1c(SCC(=O)NCC2CCCO2)nc2sc(C)c(C)c2c1=O (stereo unspecified)
 : 17%	-1%	-2	3	13%	0%	0%	0%
CN(C)S(=O)(=O)c1ccc(N2CCCC2)c(C(=O)Nc2ccccc2Br)c1
 : 34%	6%	17	-8	-2%	2%	12%	-19%
COc1ccc(NC(=O)C2(C)Cc3c(-c4ccccc4)ccnc3O2)cc1OC (stereo unspecified)
 : ?	-5%	-22	2	14%	22%	10%	7%
O=C(NNC(=O)C(Cl)Cl)c1cnn(-c2ccccc2)c1C(F)(F)F
 : 20%	-14%	-20	3	-2%	16µM*	6%	11%
O=C(Nc1ccc([N+](=O)[O-])cc1)OC1CCS(=O)(=O)C1 (stereo unspecified)
 : -6%	-22%	-18	-5	13%	-3%	2%	8%
CCCOP(=O)(c1ccc(N(C)C)cc1)C(O)c1ccc(N(C)C)cc1 (stereo unspecified)
 : ?	-27%	-3	-7	-14%	-2%	3%	-1%
COc1cccc(NC(=S)Nc2cccnc2)c1
 : /	0%	-3	0	14%	1%	-3%	5%
COc1ccc(C2=NC3(CCCCC3)N(CC(=O)Nc3ccc(C(C)C)cc3)C2=O)cc1
 : 31%	9%	/	7	19%	/	/	/
Nn1c(SCC(=O)Nc2cccnc2Cl)nnc1-c1ccccc1
 : /	2%	14	2	15%	5%	2%	-5%
O=C1CCCCC1Sc1nnc(-c2ccc3c(c2)OCO3)o1 (stereo unspecified)
 : 20%	-4%	29	11	-12%[0.397 µM]	2%	1%	4%
CC1(C)NC(=O)N(CC(O)CN2C(=O)CCC2=O)C1=O (stereo unspecified)
 : 14%	-1%	-14	16	-24%	-7%	-2%	14%
CCOC(=O)c1ccc(NC(=O)C(Cc2ccccc2)NS(=O)(=O)c2ccc(Br)s2)cc1 (stereo unspecified)
 : -32%	-5%	/	-11	18%	/	/	/
Cc1cnc(-c2nc3ccccc3n2C(C(=O)NC(C)(C)C)c2cc3ccccc3o2)cn1 (stereo unspecified)
 : 11%	5%	-29	-14	14%	2%	19%	1%
COc1cc(NC(=O)N2CCC(CN3CCCCCC3)CC2)cc(OC)c1OC
 : 10%	-10%	/	4	16%	/	/	/
COc1cc2c(cc1OC)-c1nnc(-c3cccs3)n1C1(CCCC1)C2
 : -13%	1%	0	-5	8%	9%	-15%	5%
Cc1ccc(CN2C(=O)CCC2C(=O)NCc2ccccc2Cl)cc1 (stereo unspecified)
 : -17%	5%	8	-8	22%	3%	-2%	11%
CCN1C(=O)[C@H]2[C@@H](c3ccc(C)cc3)N3C(=O)N(c4cccc(F)c4)C(=O)[C@@]3(Cc3ccc(Cl)cc3)[C@H]2C1=O
 : -7%	1%	-20	-6	5%	0%	11%	12%
Cc1ccc(-n2c(O)c(C=NCc3ccccn3)c3ccccc3c2=O)cc1C
 : ?	-8%	-18	-3	6%	2%	19%	0%
NS(=O)(=O)c1ccc(NC(=O)CN(C(=O)C(F)(F)F)C2CCCC2)cc1
 : 0%	11%	-12	-7	0%	-2%	7%	4%
C=CCn1c(SCC(=O)Nc2ccc(Cl)cn2)nnc1C1CC1
 : 4%	-5%	-8	-1	5%	-3%	6%	3%
NCC[C@H](O)C(=O)N[C@@H]1C[C@H](N)[C@@H](O[C@H]2O[C@H](CN)[C@@H](O)[C@H](O)[C@H]2O)[C@H](O)[C@H]1O[C@H]1O[C@H](CO)[C@@H](O)[C@H](N)[C@H]1O
 : -34%	12%	12	6&-13	8%	7%	-1%	-7%
Cc1ccc(NS(=O)(=O)c2cn(C)c(C)n2)c(Br)c1
 : -6%	-11%	/	-4	5%	-8%	/	/
Cc1ccc(CNS(=O)(=O)c2ccc(C(C)(C)C)cc2)n1C
 : 30%	4%	47	19	-12%	-5%	10%	-5%
Cc1ccc(C(=O)NC(C)C(c2cccs2)N2CCOCC2)cc1C (stereo unspecified)
 : -42%	0%	-25	-3	1%	9%	10%	6%
Cc1nnc(NC(=O)c2sc3nc(-c4cccs4)cc(C(F)(F)F)c3c2N)s1
 : /	0%	0	4	0%	9%	-12%	-2%

Some of the compounds tested; count on the stated rates, not on these rows.
